Screens (PubChem BioAssay)
PHOSPHO1 inh: PHOSPHO1 (human) inhibition. recombinant PHOSPHO1, absorbance phosphatase assay. 1.1% of 290,000 active. AID 1565. inhibition, % at 13.3 µM; in the data active = inhibition above about 60%
Target sequence (Q8TCT1 whole entry, looked up): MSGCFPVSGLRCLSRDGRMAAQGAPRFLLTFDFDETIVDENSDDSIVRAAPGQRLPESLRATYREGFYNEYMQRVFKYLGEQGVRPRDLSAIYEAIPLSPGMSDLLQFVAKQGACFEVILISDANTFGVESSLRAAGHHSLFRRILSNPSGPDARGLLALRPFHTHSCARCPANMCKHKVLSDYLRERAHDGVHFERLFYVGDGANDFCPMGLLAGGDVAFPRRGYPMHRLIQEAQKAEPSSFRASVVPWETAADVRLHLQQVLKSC
IDE inh: cellular human IDE inhibition; inhibition, % at 5.59 µM; HEK cells, FAbetaB cleavage, fluorescence polarization; P14735; 0.41% of 320,000 active;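 active = percent inhibition above the average of all tested compounds plus 3 SD, set per screening campaign, cut at about 16% in these data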;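 also: IDE supplied by intact live HEK cells; FP after avidin binding of uncleaved biotin substrate so inhibition keeps polarization high; 0% = DMSO wells and 100% = 60 µM reference IDE inhibitor Ii1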
MEKK3 PB1 HTS: MEKK3-MEK5 PB1 interaction, increase or decrease; binding response (% of control), % at 10 µM; AID 1529; 1.4% of 290,000 active; Q99759; bead-based flow cytometry, Alexa488-MEK5 binding to MEKK3; actives lie on both sides; 0 = blocked by unlabeled MEK5, 100 = vehicle;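 active = binding response more than 3 SD above or below the average of its plate-row segment, actives on both sides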;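 also: Alexa488 bead fluorescence after subtracting the streptavidin-only scavenger bead signal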
CRFBP-R2 block: blocks CRF-induced signaling of the CRF-BP/CRF-R2 complex | HEK293 CRF-R2/CRF-BP, CRF-induced calcium fluorescence | inhibition, % at 11.8 µM | 0.59% of 350,000 active;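 active = inhibition of the ligand-induced calcium signal above about 50% at the single tested concentration, limit read from the data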
GalR3 antag: blocks the human galanin receptor 3; 0.44% of 360,000 active; O60755; inhibition, % at 3 µM; HEK293 GalR3-CNG cAMP membrane potential fluorescence; galR3 body fused to GalR1 C-terminus;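 active = inhibition above the screen-wide average plus 3 SD, cut at about 13% in these data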;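 also: forskolin and galanin both at EC90 stimulate the cells; cAMP rise reported by CNG channel membrane potential dye signal; 0% = forskolin plus galanin with DMSO and 100% = forskolin alone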
CRFBP-R2 agonist: agonists of human CRF-binding protein/CRF-R2 receptor complex. AID 588473. activation, % at 13.2 µM. HEK293 CRF-R2/CRF-BP, calcium dye fluorescence (FLIPR); percent of saturating CRF peptide response. 0.46% of 350,000 active;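 active = activation of at least 50%, plus an integration ratio under a set limit after plate pattern correction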;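 also: plate controls were neutral control wells without compound for no effect and CRF at EC100 for full effect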
CHRM4 PAM: positive allosteric modulators of human muscarinic M4 receptor. P08173. CHO-K1 hM4/Gqi5, Fluo-8 calcium fluorescence, ACh EC20; 0% = ACh EC20, 100% = maximal ACh. activation, % at 3 µM. 0.4% of 360,000 active. AID 624126;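 active = activation above its plate's cutoff, the mean activation of sample wells plus 3 SD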; also: some results filed as inactive read as strong as hits
Target sequence (P08173 whole entry, looked up): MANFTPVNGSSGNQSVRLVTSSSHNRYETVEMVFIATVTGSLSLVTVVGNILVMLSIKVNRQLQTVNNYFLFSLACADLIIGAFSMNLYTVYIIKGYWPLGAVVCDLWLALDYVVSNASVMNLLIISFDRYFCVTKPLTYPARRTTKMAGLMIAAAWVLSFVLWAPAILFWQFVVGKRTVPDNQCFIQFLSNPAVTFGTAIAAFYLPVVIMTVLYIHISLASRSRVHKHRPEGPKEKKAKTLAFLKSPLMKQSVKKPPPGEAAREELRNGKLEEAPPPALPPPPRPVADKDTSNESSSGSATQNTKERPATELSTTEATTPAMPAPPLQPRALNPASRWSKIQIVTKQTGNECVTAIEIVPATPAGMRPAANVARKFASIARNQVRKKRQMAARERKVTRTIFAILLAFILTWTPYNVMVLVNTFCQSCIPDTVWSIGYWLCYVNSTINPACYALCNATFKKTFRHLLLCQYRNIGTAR
IDE cell activ: boosts human insulin-degrading enzyme activity in HEK cells; FAbeta-B cleavage, fluorescence polarization; 0% vehicle, 100% cell-free pure enzyme wells; 0.073% of 340,000 active; activation, % at 5.96 µM;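 active = activation above the mean of all tested compounds plus 3 SD, set per screening campaign, cut at about 17% in these data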
pCIP destab: p/CIP protein destabilization; F442A p/CIP-EGFP cells, EGFP fluorescence, 16 h; Q05BA5; 0.01% of 290,000 active; decrease of EGFP signal, % at 10 µM;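 active = EGFP signal decrease of at least 30% at 10 µM or well 3 SD below plate mean, unless failing retest; inactive = the rest, including hits failing retest or dose response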; also: some compounds called inactive have numbers as strong as hits; many of its hits are not listed in these tables
* hit, by the source's call; · = no result given; [ ] = dose if it differs, or a comment. Not a hit list; any-hit rate near 4.2%.

no.	canonical_smiles	PHOSPHO1 inh	IDE inh	MEKK3 PB1 HTS	CRFBP-R2 block	GalR3 antag	CRFBP-R2 agonist	CHRM4 PAM	IDE cell activ	pCIP destab
1	CN(Cc1ccc(OC(F)F)cc1)C(=O)c1ccccc1Sc1ccccc1C#N	15	2	104	3	-8	1.9	-4	5	-4
2	COc1cc(C(=O)Nc2ccc(C(N)=O)cc2)c([N+](=O)[O-])cc1OC	2	0	100	-1	-6	-0.5	-2	5	2
3	O=C(CNC(=O)c1cccc(Cl)c1)Nc1ccc(F)c(F)c1F	7	1	108	-7	-11	-1.1	4	1	-2
4	CN(CCc1ccccc1)C(=O)c1ccc(NC(=O)Cc2cccc([N+](=O)[O-])c2)cc1	·	0	·	10	-6	0.8	-4	2	·
5	O=C(c1ccccc1)C(Cn1cncn1)C(Sc1ccccc1)c1ccccc1 (stereo unspecified)	0	6	104	-3	-3	-0.4	1	3	-2
6	COc1ccc(CC(=O)N/N=C/c2ccc(Cl)s2)cc1OC	37	0	101	13	-11	-1.8	-7	3	1
7	O=C(Nc1cccc(Cl)c1)C1CCCN(C2=NS(=O)(=O)c3ccccc32)C1 (stereo unspecified)	·	·	·	5	1	0.3	4	-1	·
8	Cc1cccn2c(=O)nc(SCC(=O)N3CCOCC3)nc12	·	5	·	5	-4	0.1	4	4	·
9	O=C(Cc1ccc(Cl)cc1Cl)Nc1cccc(S(=O)(=O)Nc2ccccc2F)c1	74*	0	101	-23	0	1.1	-9	-10	12
10	COc1ccc(C)cc1NC(=O)C(OC(=O)Cn1cnc2c1c(=O)n(C)c(=O)n2C)c1ccccc1 (stereo unspecified)	·	-3	·	-3	-2	-0.2	-2	4	·
11	NC(=O)c1ccc(N2CCN(c3ccccc3O)CC2)c([N+](=O)[O-])c1	-2	-3	99	-4	-2	-2.7	6	-3	-6
12	O=C(c1ccco1)N1CCN(C(=O)c2cc(-c3ccc(F)cc3)no2)CC1	33	0	98	1	-1	0.0	-3	4	-10
13	CN(C(=O)C1CCCO1)C1CCS(=O)(=O)C1 (stereo unspecified)	·	3	·	-5	2	2.1	7	2	·
14	CC1=C(C(=O)c2ccccc2)C(c2ccc(O)cc2)NC(=S)N1 (stereo unspecified)	-1	9	107	2	-1	-0.6	5	1	-12
15	C#CCOCCOCCOCCNc1nc(N2CCN(C(=O)[C@H](CCCCN)n3cc([C@@H](N)CC(N)=O)nn3)CC2)nc(N2CCN(C(=O)[C@H](CCCCN)n3cc([C@@H](N)CC(N)=O)nn3)CC2)n1	·	-2	·	-5	0	1.3	15	7	·
16	COc1ccc(CN2C(=O)CN=C2Nc2cccc(C)c2C)cc1	24	-3	·	-21	6	-1.4	-1	3	-3
17	O=C(c1ccc(Cl)nc1)N1CCN(S(=O)(=O)c2ccccc2)CC1	14	6	85	1	-2	-0.2	-9	5	-2
18	Cc1c(-c2cc[n+]([O-])cc2)oc2ccc(Br)cc2c1=O	11	3	·	·	-2	·	·	·	-13
19	Cn1cnnc1Sc1ccc(C(=O)OCC(=O)NC2CC2)cc1[N+](=O)[O-]	1	·	90	1	-4	1.1	1	6	14
20	C=CCOc1cccc(C2NC(=O)c3ccccc3O2)c1 (stereo unspecified)	·	-1	91	-12	-11	-1.7	5	-3	-64

In another format: four of the compounds above.
Values run as follows: PHOSPHO1 inh, IDE inh, MEKK3 PB1 HTS, CRFBP-R2 block, GalR3 antag, CRFBP-R2 agonist, CHRM4 PAM, IDE cell activ, pCIP destab
16: COc1ccc(CN2C(=O)CN=C2Nc2cccc(C)c2C)cc1
→ 24, -3, ·, -21, 6, -1.4, -1, 3, -3
17: O=C(c1ccc(Cl)nc1)N1CCN(S(=O)(=O)c2ccccc2)CC1
→ 14, 6, 85, 1, -2, -0.2, -9, 5, -2
18: Cc1c(-c2cc[n+]([O-])cc2)oc2ccc(Br)cc2c1=O
→ 11, 3, ·, ·, -2, ·, ·, ·, -13
19: Cn1cnnc1Sc1ccc(C(=O)OCC(=O)NC2CC2)cc1[N+](=O)[O-]
→ 1, ·, 90, 1, -4, 1.1, 1, 6, 14

Carrying on.
no.	canonical_smiles	PHOSPHO1 inh	IDE inh	MEKK3 PB1 HTS	CRFBP-R2 block	GalR3 antag	CRFBP-R2 agonist	CHRM4 PAM	IDE cell activ	pCIP destab
21	Nc1c([N+](=O)[O-])c(=O)sc2ccccc12	-4	0	98	-10	-5	-2.7	2	·	5
22	O=[N+]([O-])c1ccccc1CNC1CCCc2ccccc21 (stereo unspecified)	46	4	97	9	0	-3.8	-1	3	-1
23	CCOC(=O)CN1C(c2ccccc2O)Nc2ccc(Br)cc2C1c1ccccc1 (stereo unspecified)	18	-2	72	5	-1	-1.2	-11	5	1
24	CCCCC[C@@H]1C=C(C(=O)O)[C@H](c2ccc(C)cc2)N1S(=O)(=O)c1ccc(C)cc1	·	4	·	31	-6	1.6	-8	3	·
25	O=C(Nc1ccc(F)cc1F)NC1CCCCCCC1	61*	·	101	-14	-2	-0.1	-4	-5	-4
26	Cc1ccc(CSc2nnc(C)c(=O)n2N)cc1	-21	-2	131*	11	-5	0.4	-3	1	-14
27	O=C(Cc1ccc(-c2ccccc2)cc1)OCC(=O)N1CCCC1=O	37	13	107	-5	-6	-0.3	-5	-24	-6
28	COc1ccccc1/C=C(/CC(=O)NCc1ccccc1)c1nc2ccccc2s1	-21	-2	104	26	-5	0.3	-3	4	-14
29	CCCCC1CCC(C(=O)N2CCOCC2)CC1 (stereo unspecified)	0	5	102	-5	-2	-0.1	-5	0	-1
30	Cc1ccc(Cl)c(OCCCN(C)Cc2ccccc2)c1	50	-2	94	-7	-3	0.2	-20	7	-1

Individual results from the list.
IDE cell activ, compound 30 → 7
GalR3 antag, compound 25 → -2

Further results.
no.	canonical_smiles	PHOSPHO1 inh	IDE inh	MEKK3 PB1 HTS	CRFBP-R2 block	GalR3 antag	CRFBP-R2 agonist	CHRM4 PAM	IDE cell activ	pCIP destab
31	Cc1[nH]c(=O)[nH]c(=O)c1NC(=O)CSc1ncccc1-c1nc2ccccc2[nH]1	18	-3	94	8	·	-0.4	8	8	-20
32	CN(C)CCCN(C(=O)c1ccc(S(=O)(=O)N2CCc3ccccc32)cc1)c1nc2c(Cl)cccc2s1	-12	1	109	-11	-2	0.6	-1	3	-1
33	Cc1ccc2oc(=O)n(CC(=O)OCCC(C)C)c2c1	17	7	74*[inhibitor]	-1	1	0.1	8	4	-1
34	COc1cc(/C=N/NC(=O)c2cc(-c3cccc(OC(C)C)c3)nc3ccccc23)ccc1O	·	9	·	20	1	-0.7	-8	-8	·
35	Cc1c(NC(=S)NC(=O)CCc2ccccc2)c(=O)n(-c2ccccc2)n1C	24	2	102	6	-2	5.7	14	-1	-15
36	CC(C)C[C@H](NC(=O)c1[nH]cnc1C(=O)N[C@@H](C)C(=O)OC(C)(C)C)C(=O)OCc1ccccc1	26	-4	100	10	-2	0.8	-6	2	2
37	Cc1ccc(CON=C2CCN(c3ncc(C(F)(F)F)cc3Cl)CC2)cc1	24	0	103	-2	-5	1.7	7	-1	-7
38	O=C(Oc1ccc(F)cc1C(=O)/C=C/c1cccs1)c1cccc([N+](=O)[O-])c1	-4	4	101	2	3	1.6	-1	4	-4
39	CC(O)(C#CCN1CCCCCC1)c1ccccc1 (stereo unspecified)	30	-2	78	-13	4	-1.3	-20	·	2
40	COc1ccc(N2C(=O)CC(Sc3n[nH]c(-c4ccc(C)cc4)n3)C2=O)cc1 (stereo unspecified)	10	10	102	-12	0	0.9	0	-6	-19

5 entries from above, with values under each structure.
Values in the order: PHOSPHO1 inh, IDE inh, MEKK3 PB1 HTS, CRFBP-R2 block, GalR3 antag, CRFBP-R2 agonist, CHRM4 PAM, IDE cell activ, pCIP destab
32	CN(C)CCCN(C(=O)c1ccc(S(=O)(=O)N2CCc3ccccc32)cc1)c1nc2c(Cl)cccc2s1
  -12, 1, 109, -11, -2, 0.6, -1, 3, -1
33	Cc1ccc2oc(=O)n(CC(=O)OCCC(C)C)c2c1
  17, 7, 74*[inhibitor], -1, 1, 0.1, 8, 4, -1
34	COc1cc(/C=N/NC(=O)c2cc(-c3cccc(OC(C)C)c3)nc3ccccc23)ccc1O
  ·, 9, ·, 20, 1, -0.7, -8, -8, ·
35	Cc1c(NC(=S)NC(=O)CCc2ccccc2)c(=O)n(-c2ccccc2)n1C
  24, 2, 102, 6, -2, 5.7, 14, -1, -15
36	CC(C)C[C@H](NC(=O)c1[nH]cnc1C(=O)N[C@@H](C)C(=O)OC(C)(C)C)C(=O)OCc1ccccc1
  26, -4, 100, 10, -2, 0.8, -6, 2, 2

Values by screen from above:
PHOSPHO1 inh for nos. 32–35: -12, 17, ·, 24

Later entries.
no.	canonical_smiles	PHOSPHO1 inh	IDE inh	MEKK3 PB1 HTS	CRFBP-R2 block	GalR3 antag	CRFBP-R2 agonist	CHRM4 PAM	IDE cell activ	pCIP destab
41	Cn1c(SCC(=O)Nc2ccc(F)cc2)nnc1C1CC1	16	2	102	0	-5	-1.0	5	3	0
42	COCCNC(=O)c1ccccc1NC(=O)Cc1ccccc1	21	0	97	-2	-2	-1.8	0	8	-2
43	O=C(NCc1ccccc1)c1onc(CSc2ccc(F)cc2)c1C(=O)NCc1ccccc1	·	-1	106	2	-5	3.6	-7	-2	·
44	CC(C)(C)OC(=O)CC1(C#N)c2ccccc2C(Br)=CN1C(=O)c1ccccc1 (stereo unspecified)	·	2	·	10	-5	0.5	-8	1	·
45	COc1ccc(NC2CCCN(Cc3cccc4cnccc34)C2)cc1 (stereo unspecified)	30	1	103	-1	-4	-1.6	-1	-2	0
46	CCOC(=O)C1=C(C)NC(=NC)SC1c1ccccc1 (stereo unspecified)	50	2	101	10	2	1.1	-6	-5	-8
47	Cc1ccc(Nc2cc(=O)n(C3CCCCC3)c(=O)[nH]2)cc1C	58	3	101	-7	-6	18	0	-4	-5
48	Cc1ccc(/C=N/N2CCN(c3ccccc3)CC2)cc1	15	-2	103	-1	-4	0.1	-3	3	-9
49	CCOC(=O)COc1ccc(S(=O)(=O)Nc2ccc3c(c2)OCCO3)cc1	4	5	93	7	-15	-3.1	-7	4	-6
50	Nc1ccc(S(=O)(=O)N2CCCC2)cc1	44	4	99	1	3	-1.9	2	-1	3
